Compound activity (PubChem BioAssay)
HTR5A inv ag: HTR5A inverse agonism, opioid heterodimer counter-screen. HTR5A cell line, luminescence. inhibition, % at 9.3 µM. 340,000 compounds, 0.083% hits; in the data active means inhibition mostly above about 23%, no sharp cut-off; inactive means mostly below about 18%;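 further: 0% = cells with DMSO and 100% = no-cell wells with DMSO; some compounds called inactive have numbers as strong as hits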
HTR5A ag: activates human HTR5A in OPRM1-OPRD1 agonist counter-screen. P47898. HTR5A agonist assay, luminescence, cell-based. activation, % at 9.3 µM. 340,000 compounds, 0.61% hits. AID 504692; in the data active means activation mostly above about 9.5%, no sharp cut-off; inactive means mostly below about 7.6%;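 further: 0% = cells with vehicle only and 100% = reference agonist; strong numbers were not always called active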
PKA-R1A act: activators of PKA-R1A complex; activation, % at 11.4 µM; AID 504707; PKA-R1A dissociation, Cy5-IP20 fluorescence polarization; scaled: DMSO 0%, 113 µM cGMP 100%; P00514+P68181; 340,000 compounds, 0.083% hits;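 active means percent activation above the mean of all tested compounds plus 3 SD, cut at about 19% in these data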;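 further: higher means more PKAc released from R1A so a rise in polarization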
Arrestin-AP2 inh: inhibitors of human beta-arrestin and AP2 interaction | FITC-arrestin peptide / GST-AP2 beads, flow cytometry; AP2 beta2 appendage carries R879A mutation | inhibition, % at 10 µM | 340,000 compounds, 0.31% hits | AID 504490;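 active means inhibition above a set limit, near 3 SD of compounds lacking own fluorescence, cut at about 54% in these data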;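 further: plate controls were DMSO wells for no effect and 5 µM unlabelled arrestin peptide for full effect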
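Assay system: GST-AP2 R879A bound to glutathione beads, E. coli-expressed; Medium: PBS with 0.05% Tween 20 and 0.1% BSA; Also added: fluorescein-tagged arrestin peptide at 50 nM final; Timing: 12 min plus 1 h, RT; Measured by: flow cytometry, FL1 (488/535 nm); Evaluation: percent drop in bead-associated FITC signal.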
V-ATPase pH: alters yeast V-ATPase proton transport. AID 504577. 350,000 compounds, 0.37% hits. S. cerevisiae, pHLuorin cytosolic pH fluorescence. response, % at 10 µM; in the data active means response mostly above about 7.3%, no sharp cut-off; inactive means mostly below about 5.4%; further: actives read high; inactives centre near 0; some compounds called inactive have numbers as strong as hits; reference of the scale not given here
OPRM1-OPRD1 inv: inverse agonists of human mu-delta opioid receptor heterodimerization. P35372+P41143. cell-based MOR-DOR heterodimer luminescence, inverse agonism. inhibition, % at 9.3 µM. 340,000 compounds, 0.21% hits. AID 504357; in the data active means inhibition above about 22%, passing the limit was not always enough;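 further: 0% = cells with DMSO and 100% = wells without cells with DMSO; values of inactives mirror those of a sister screen read the other way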
Target sequence (P35372 whole entry, looked up): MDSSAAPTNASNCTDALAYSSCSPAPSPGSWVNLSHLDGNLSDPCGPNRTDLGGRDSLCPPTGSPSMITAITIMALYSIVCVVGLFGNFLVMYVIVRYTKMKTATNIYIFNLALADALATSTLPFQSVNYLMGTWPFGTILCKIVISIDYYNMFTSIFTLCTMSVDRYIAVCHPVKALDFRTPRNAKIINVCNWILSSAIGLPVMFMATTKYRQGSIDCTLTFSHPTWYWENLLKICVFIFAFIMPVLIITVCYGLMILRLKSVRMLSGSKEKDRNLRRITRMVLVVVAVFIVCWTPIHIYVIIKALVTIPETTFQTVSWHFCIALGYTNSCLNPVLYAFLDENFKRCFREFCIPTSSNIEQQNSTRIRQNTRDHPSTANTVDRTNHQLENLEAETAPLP
Target sequence (P41143 whole entry, looked up): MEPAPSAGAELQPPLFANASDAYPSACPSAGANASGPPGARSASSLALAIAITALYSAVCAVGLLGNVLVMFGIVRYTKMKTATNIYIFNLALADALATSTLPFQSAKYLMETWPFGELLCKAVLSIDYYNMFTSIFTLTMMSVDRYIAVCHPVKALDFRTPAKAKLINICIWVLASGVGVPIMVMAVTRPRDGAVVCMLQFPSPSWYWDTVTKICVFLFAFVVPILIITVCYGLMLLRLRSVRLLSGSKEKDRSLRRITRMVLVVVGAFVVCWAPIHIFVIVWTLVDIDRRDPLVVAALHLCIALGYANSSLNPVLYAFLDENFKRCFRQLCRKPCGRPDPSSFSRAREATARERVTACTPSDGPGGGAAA
PKA-R2B activ: activates the human PKA-R2B holoenzyme complex. activation, % at 11.4 µM. 340,000 compounds, 0.079% hits. AID 504700. PKA-R2B holoenzyme dissociation, Cy5-IP20 fluorescence polarization; R2B truncated from residue 108, S112A mutant; 0% DMSO only, 100% 113 µM cGMP;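 active means activation above a cutoff set at the mean over all compounds plus 3 SD, cut at about 18% in these data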;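 further: higher means more holoenzyme dissociation and a rise in polarization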
MOR-DOR ag: agonists of human mu-delta opioid receptor heterodimerization | cells, OPRM1-OPRD1 heterodimerization, luminescence | 340,000 compounds, 0.3% hits | activation, % at 9.3 µM; in the data active means activation above about 18%;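 further: 0% = vehicle-treated cells and 100% = reference agonist; values of inactives mirror those of a sister screen read the other way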
Pemphigus Ab inh: inhibitors of pemphigus antibody binding to human desmoglein-3 | DSG3-coupled beads, scFv-anti-DSG3-GFP binding, flow cytometry; hits give low values | binding (percent of control), % at 10 µM | 310,000 compounds, 0.48% hits | AID 588358;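 active means binding more than 3 SD below its plate's average and above zero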;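 further: hits lower antibody fragment binding to DSG3; some compounds called inactive have numbers as strong as hits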
DAGLB inh: diacylglycerol lipase beta (human) inhibition; HEK293T DAGLB membrane lysate, EnzChek fluorogenic substrate; 340,000 compounds, 0.059% hits; inhibition, % at 5.17 µM; Q8NCG7; AID 504411; in the data active means inhibition above about 34%;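 further: 0% = enzyme with vehicle and 100% = wells lacking enzyme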
An asterisk follows results filed as active; . = no result given.

No. | SMILES | HTR5A inv ag | HTR5A ag | PKA-R1A act | Arrestin-AP2 inh | V-ATPase pH | OPRM1-OPRD1 inv | PKA-R2B activ | MOR-DOR ag | Pemphigus Ab inh | DAGLB inh
1 | COc1ccc(Cl)cc1NC(=O)CN(C)C(=O)c1ccc(-n2nc(C)cc2C)cc1 | 12 | -5 | -1 | -7 | -2 | 8 | -3 | -2.0 | 95 | -2
2 | CC(=O)NC1CCN(CC(=O)Nc2cccc([N+](=O)[O-])c2)CC1 | 10 | -4 | 3 | 10 | 0 | 1 | 7 | -0.1 | 99 | -3
3 | COc1ccc(CCN2C(=O)c3[nH]nc(-c4ccccc4O)c3C2c2cccc(Cl)c2)cc1 (configuration not stated) | 1 | -1 | -6 | 14 | 2 | -22 | -8 | 4.4 | 110 | 4
4 | CCOC(=O)N(C)OC(=O)Nc1ccc(Cl)c(Cl)c1 | -8 | 3 | 1 | 30 | -1 | 4 | -4 | -0.7 | 106 | 7
5 | CC(C)C(=O)Nc1oc(-c2ccccc2)cc1C#N | 9 | -3 | 4 | 37 | -3 | 15 | 0 | -2.9 | 97 | 0
6 | CC(C)(C)C1CCC(=NNC(=O)c2ccccc2-n2cccc2)CC1 (configuration not stated) | 9 | -2 | -5 | -7 | 1 | 3 | -13 | -0.5 | 103 | -1
7 | O=C1CC(=O)OC(c2ccc([N+](=O)[O-])cc2)O1 | . | . | 4 | . | 6 | . | -6 | . | 110 | -4
8 | COc1cc(/C=C(\C#N)c2nc3ccccc3[nH]2)ccc1Oc1ccc([N+](=O)[O-])cn1 | -18 | 11 | -16 | 4 | 2 | -47 | 1 | 8.3 | 97 | -2
9 | COc1ccc(CC(=O)Oc2cc(C)[nH]c(=O)c2[N+](=O)[O-])cc1 | -12 | 4 | -11 | 10 | 0 | -1 | -1 | 0.2 | 101 | 3
10 | COCC1CCCCN1C(=O)c1ccc(OC)c(OC2CCN(C(C)C)CC2)c1 (configuration not stated) | 2 | 0 | -5 | -4 | 5 | 11 | 4 | -2.1 | 103 | -2
11 | CCOc1ccccc1NC=C1C(=O)OC2(CCCCC2)OC1=O | 0 | 9 | -8 | -1 | -1 | -4 | 4 | 0.7 | 102 | -5
12 | O=C(CSc1nnc(-c2ccc(F)cc2)o1)Nc1ccccc1N1CCOCC1 | -21 | 1 | -7 | -1 | -3 | 6 | 4 | -1.0 | 97 | -1
13 | N=C(N)c1ccc(N)cc1 | -9 | 3 | -14 | 18 | -1 | -3 | -1 | 0.6 | 109 | 3
14 | C=C(C)COc1ccc2c(C)c(CC(=O)N3C[C@H]4C[C@@H](C3)c3cccc(=O)n3C4)c(=O)oc2c1C | -20 | -4 | -11 | 1 | -2 | 16 | 9 | -2.9 | 101 | 0
15 | Cc1ccc2nc3n(c(=O)c2c1)-c1cc2ccccc2cc1C(=O)NC3CC(C)C (configuration not stated) | . | . | -2 | . | 1 | . | 7 | . | . | 4
16 | Cn1c(SCC(=O)NNC(=O)c2ccccc2)nnc1C1CC1 | -31 | 11 | -2 | -1 | 3 | 12 | -4 | -1.9 | . | 0
17 | O=C(O)CC1S/C(=N\N=C2CCCCCC2)N(c2ccccc2)C1=O (configuration not stated) | -19 | 6 | -5 | -9 | -4 | 5 | -11 | -1.0 | 101 | -1
18 | CSc1ccc(C(=O)C2CCCN(C(=O)c3ccc(C)nc3)C2)cc1 (configuration not stated) | 4 | 1 | -11 | 13 | -2 | 7 | -2 | -1.4 | 107 | -1
19 | Cc1cc(C)c(C(=O)c2cccs2)c(C)c1 | 7 | -2 | 5 | -2 | 1 | -1 | 10 | 0.2 | . | -3
20 | CCOC(=O)c1[nH]c(C)c(C(=O)NCc2ccc(Cl)cc2)c1C | 21 | 1 | 0 | 5 | 0 | -11 | -1 | 2.0 | 105 | 1
21 | COc1ccc(-c2cnc3n2CCCCC3)cc1 | -31 | 1 | -1 | 3 | 2 | 10 | -6 | -2.0 | 105 | -6
22 | COc1cc(CNCC2CCCO2)ccc1OCC(N)=O (configuration not stated) | -3 | 1 | 6 | 50 | 0 | 16 | -7 | -3.5 | 98 | 1
23 | O=C(N/N=C/c1ccc(Cl)cc1Cl)c1ccncc1 | 1 | 0 | -1 | 10 | -1 | 7 | -5 | -1.4 | 120 | -1
24 | Cc1noc(C)c1C(=O)OC(C)C(=O)NC(C)c1ccc(Cl)cc1Cl (configuration not stated) | 12 | 4 | -3 | -10 | 0 | 14 | -2 | -3.6 | . | -1
25 | CNC(=S)N(CCN(C)C)Cc1cc2cc3c(cc2[nH]c1=O)OCO3 | 5 | -1 | -4 | 0 | 0 | 3 | -11 | -0.6 | 112 | 2
26 | COc1ccc(C2CC(C(F)(F)F)n3ncc(C(=O)Nc4cccc(O)c4)c3N2)cc1OC (configuration not stated) | 11 | -3 | -3 | 12 | 3 | 1 | -7 | -0.2 | 105 | -2
27 | Cc1c(CC(=O)NCC(=O)O)c(=O)oc2cc3c(cc12)CCC(C)(C)O3 | 15 | -4 | -1 | -3 | -1 | -1 | 8 | 0.1 | 102 | -2
28 | O=C(Nc1ccc(C(=O)O)cc1)/C(=C\c1ccccc1)NC(=O)c1ccco1 | -9 | 3 | 0 | 24 | 0 | 19 | -1 | -3.5 | . | -3
29 | O=C(O)Cc1cn(Cc2ccc(F)cc2)c2ccccc12 | 15 | -3 | -4 | 7 | -3 | 17 | -4 | -3.4 | 89 | 2
30 | Cc1nn(C)c(C)c1NC(=S)Nc1ccc(S(=O)(=O)Nc2ncccn2)cc1 | -6 | -3 | -3 | 6 | 2 | 21 | 2 | -4.0 | 102 | 2
31 | CC1(C)CC(NC(=O)c2ccccc2NS(=O)(=O)c2ccc(Br)cc2)CC(C)(C)N1 | 14 | 3 | -14 | -7 | 2 | 5 | -8 | -1.3 | 105 | 0
32 | COc1ccc(NC(=O)CNC(=O)c2ccco2)cc1S(=O)(=O)Nc1cc(C)ccc1Br | 3 | -1 | 1 | 7 | -1 | 8 | -7 | -1.6 | . | 3
33 | COc1ccc(S(=O)(=O)N2CCN(C(=O)COc3ccccc3)CC2)cc1 | -8 | 3 | -6 | 34 | 2 | 8 | -7 | -1.5 | 99 | 1
34 | C[C@H](NC(=O)c1ccco1)C(=O)NNC(=O)COc1cccc(C(F)(F)F)c1 | -7 | 5 | 8 | 35 | 9 | -1 | -6 | 0.3 | 103 | -1
35 | CCNC(=O)C1CC(=O)N(c2ccc(OCC)cc2)C1 (configuration not stated) | 16 | 3 | -16 | -6 | 0 | 10 | -4 | -1.8 | 99 | 0
36 | CC(CN(C)Cc1ccccc1)OC(=O)c1ccc2c(c1)OCCO2 (configuration not stated) | -25 | 9 | -6 | -10 | 3 | -40 | -5 | 6.6 | . | -4
37 | C=CCn1c(SCC(=O)c2c(N)n(C3CC3)c(=O)[nH]c2=O)nnc1-c1ccccc1OC | -2 | 2 | -1 | 3 | -1 | -7 | -14 | 1.0 | 101 | 1
38 | COCOCCn1cc(CN2CCS(=O)(=O)N(Cc3ccc(-c4cccc(N(C)C)c4)cc3)C(C(C)C)C2=O)nn1 (configuration not stated) | . | . | -5 | . | 1 | . | 5 | . | 102 | 2
39 | COc1ccccc1CNS(=O)(=O)c1ccc2c(c1)NC(=O)C(C)S2 (configuration not stated) | 0 | -2 | 8 | -6 | 2 | 9 | -3 | -1.7 | . | 1
40 | COc1ccc(NC(=O)Nc2ccc3c(c2)C(=O)N([C@H](C)CO)C[C@H](C)[C@@H](CN(C)C(=O)Nc2ccccc2)O3)cc1 | -6 | 2 | -4 | 24 | 3 | 8 | 7 | -1.6 | 105 | -2
41 | CC(O)Cn1c(=O)c2c(nc(Br)n2Cc2ccccc2)n(C)c1=O (configuration not stated) | -6 | -4 | 0 | 22 | -3 | 14 | 6 | -2.5 | 102 | -2
42 | NC(=O)[C@H]1CC2(CC(c3cccc(NC(=O)COc4ccc(Cl)cc4)c3)=NO2)CN1C(=O)C(c1ccccc1)c1ccccc1 (some centres not stated) | 1 | 0 | -11 | -6 | -5 | -5 | -3 | 0.9 | 103 | 1
43 | O=C(CN1CCN(S(=O)(=O)c2ccc(F)cc2)CC1)NC1CC1 | 8 | 4 | -1 | -15 | 0 | 12 | -2 | -2.1 | 110 | 0
44 | Cc1ccc(SC[C@H](CC(C)C)N2CCN(C)CCC2=O)cc1 | -8 | 3 | -3 | -3 | 0 | 14 | -1 | -2.5 | 105 | 1
45 | CC(C)N1C(=O)c2ccccc2C1C(=O)NCCc1ccccc1 (configuration not stated) | -9 | 2 | -2 | -21 | 1 | 16 | 6 | -3.5 | 107 | -3
46 | COC(=O)c1ccc(Nc2ncnc3sccc23)cc1 | 8 | -2 | -5 | -1 | 2 | 1 | -7 | -0.2 | 93 | -4

2 compounds drawn at random from those above:
No. | SMILES | HTR5A inv ag | HTR5A ag | PKA-R1A act | Arrestin-AP2 inh | V-ATPase pH | OPRM1-OPRD1 inv | PKA-R2B activ | MOR-DOR ag | Pemphigus Ab inh | DAGLB inh
38 | COCOCCn1cc(CN2CCS(=O)(=O)N(Cc3ccc(-c4cccc(N(C)C)c4)cc3)C(C(C)C)C2=O)nn1 (configuration not stated) | . | . | -5 | . | 1 | . | 5 | . | 102 | 2
34 | C[C@H](NC(=O)c1ccco1)C(=O)NNC(=O)COc1cccc(C(F)(F)F)c1 | -7 | 5 | 8 | 35 | 9 | -1 | -6 | 0.3 | 103 | -1

Structures above that contain an NH in an aromatic ring, in the order listed:
No. | SMILES | HTR5A inv ag | HTR5A ag | PKA-R1A act | Arrestin-AP2 inh | V-ATPase pH | OPRM1-OPRD1 inv | PKA-R2B activ | MOR-DOR ag | Pemphigus Ab inh | DAGLB inh
3 | COc1ccc(CCN2C(=O)c3[nH]nc(-c4ccccc4O)c3C2c2cccc(Cl)c2)cc1 (configuration not stated) | 1 | -1 | -6 | 14 | 2 | -22 | -8 | 4.4 | 110 | 4
8 | COc1cc(/C=C(\C#N)c2nc3ccccc3[nH]2)ccc1Oc1ccc([N+](=O)[O-])cn1 | -18 | 11 | -16 | 4 | 2 | -47 | 1 | 8.3 | 97 | -2
9 | COc1ccc(CC(=O)Oc2cc(C)[nH]c(=O)c2[N+](=O)[O-])cc1 | -12 | 4 | -11 | 10 | 0 | -1 | -1 | 0.2 | 101 | 3
20 | CCOC(=O)c1[nH]c(C)c(C(=O)NCc2ccc(Cl)cc2)c1C | 21 | 1 | 0 | 5 | 0 | -11 | -1 | 2.0 | 105 | 1
25 | CNC(=S)N(CCN(C)C)Cc1cc2cc3c(cc2[nH]c1=O)OCO3 | 5 | -1 | -4 | 0 | 0 | 3 | -11 | -0.6 | 112 | 2
37 | C=CCn1c(SCC(=O)c2c(N)n(C3CC3)c(=O)[nH]c2=O)nnc1-c1ccccc1OC | -2 | 2 | -1 | 3 | -1 | -7 | -14 | 1.0 | 101 | 1
